# human PMI inhibitors: human PMI inhibitors, high substrate, primary screen, biochemical, fluorescence intensity, high mannose 6-phosphate (AID 1220) | recombinant PMI enzyme, coupled fluorescence intensity; higher % means a stronger effect | inhibition, % at 20 µM; hits with a dose series show IC50 in µM | 0.66% of 190,000 active
# RSV CPE inhibition: inhibition of RSV-induced cytopathic effect – HEp-2 cells, primary 10 µM value included (AID 2391). CPE inhibition, % at 10 µM, or IC50 in µM where a hit was titrated. HEp-2 cells, RSV-induced CPE inhibition; higher % means a stronger effect. 0.13% of 310,000 active; in the data active means a potency from the dose series; inconclusive means CPE inhibition mostly from about 23% at the one dose, without a potency; inactive means the rest, 99 in 100 with CPE inhibition below about 21%; further: strong numbers were not always called active
# P. falciparum M17LAP: P. falciparum M17LAP inhibitors, primary screen, biochemical, fluorogenic H-Leu-NHMec substrate, 1536-well (AID 1619); recombinant M17LAP, H-Leu-NHMec fluorogenic kinetic assay; higher % means a stronger effect; inhibition, % at 30 µM, or IC50 in µM where a hit was titrated; 0.38% of 220,000 active;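 active means compound inhibiting the enzyme by more than half at any dose during confirmatory dose-response retesting; inconclusive means strong single-dose inhibitors picked by rank but not retested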;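 further: plate controls were full reaction with DMSO carrier for no effect and no enzyme background for full effect; strong numbers were not always called active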
# P. falciparum M1AAP: malaria alanyl aminopeptidase activity blockers – biochemical, fluorogenic H-Leu-NHMec substrate, 1536-well (AID 1445). recombinant M1AAP, H-Leu-NHMec fluorogenic kinetic assay; higher % means a stronger effect. inhibition, % at 30 µM, or IC50 in µM where a hit was titrated. 0.42% of 220,000 active;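 active means primary inhibition above the hit cutoff, then over 50% inhibition at one or more dose response concentrations, cut at about 23% in these data, passing the limit was not always enough; inconclusive means conflicting primary data, or primary hits not chosen for dose response; inactive means low primary inhibition, or under 50% at every dose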;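 further: plate controls were DMSO full reaction for no effect and no enzyme background for full effect; strong numbers were not always called active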
# T cell modulator: T cell immune modulators affecting CD8 T cell-vesicle binding. 2C CD8+ T cell-vesicle binding, flow cytometry; active compounds read low. AID 2052. calls only at 7 µM. 0.068% of 330,000 active;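 active means response, share of CD8 T cells binding vesicles, and their 90th percentile fluorescence all below set limits, cut at about 80% in these data, passing the limit was not always enough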
#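 Read-out – percent CD8+ FL2 mean versus row control · System – murine 2C transgenic CD8+ T lymphocytes · Times – 1.5 h cell–vesicle binding at 37 °C, then 20 min icy labelling · Control set – naked vesicles low, QL9 vesicles with vehicle high · Detection – cytometric PE anti-B7-1 and Alexa647 anti-CD8 signals after 1% paraformaldehyde fixation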
# TNAP activators: stimulation of alkaline phosphatase TNAP activity – biochemical, luminescent, no phosphate acceptor, uHTS, primary screen (AID 1001). purified TNAP, luminescent activation assay, no phosphate acceptor; higher activation fold means a stronger effect. activation fold at 20 µM, or EC50 in µM where a hit was titrated. 0.03% of 200,000 active; in the data active means activation fold from about 3, or a potency from the dose series; inactive means the rest, 99 in 100 with activation fold below about 1.6; further: many of its hits are not listed in these tables
# K1F lysis inhibition: protection from phage-mediated lysis, alamar blue read-out – E. coli UTI89, K1F phage, bacterial capsule biogenesis inhibitors (AID 488966) | one-dose inhibition, % at 100 µM; IC50 in µM for titrated hits | 0.02% of 340,000 active | E. coli UTI89 K1F phage lysis, alamar blue, 2 h; higher % means a stronger effect;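 active means phage lysis inhibition, versus mean bacterial control, above a set limit; inconclusive means no clear call, values can overlap the other calls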;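 further: capsule biogenesis inhibitors block K1F phage lysis so surviving cells raise fluorescence; higher fluorescence means more inhibition of phage lysis; actives were called in the ten point dose series up to 300 µM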
# human PMI inhibition: inhibitors of human PMI, primary screen, biochemical, fluorescence intensity, coupled assay (AID 1209); purified PMI enzyme, coupled fluorescence intensity; higher % means a stronger effect; inhibition, % at 20 µM; hits with a dose series show IC50 in µM; 0.42% of 190,000 active;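 further: plate controls were DMSO vehicle for no effect and wells lacking substrate for full effect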
# West Nile antiviral: inhibition of WNV-induced cytopathic effect – cell-based, CPE readout (AID 1621) | West Nile virus-infected cells, CPE inhibition; higher % means a stronger effect | CPE inhibition, % at 10 µM; hits with a dose series show IC50 in µM | 0.02% of 290,000 active; in the data active means a potency from the dose series; inconclusive means CPE inhibition mostly from about 3.7% at the one dose, without a potency; inactive means the rest, 99 in 100 with CPE inhibition below about 2.2%; further: strong numbers were not always called active
# T cell modulator vesicle-bound %: further read-out of T cell modulator, marked with its call; double positive events, %; measured here: CD8+ vesicle-bound cell fraction;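 binding gate set so that unloaded-vesicle control wells show 10% double positive cells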
# * hit, by the source's call; i = inactive; ? = inconclusive; / = no result given; [ ] = dose if it differs, or a comment. Unless noted, no stated cut-off is given here; in the data, active means inhibition above about 50%; inactive means the rest. No enrichment for hits, and some 1.5% of all compounds hit somewhere here.
# Each structure is followed by: human PMI inhibitors, RSV CPE inhibition, P. falciparum M17LAP, P. falciparum M1AAP, T cell modulator, T cell modulator vesicle-bound %, TNAP activators, K1F lysis inhibition, human PMI inhibition, West Nile antiviral
> CC1CCN(S(=O)(=O)c2ccc(S(=O)(=O)N3CCC4(CC3)OCCO4)cc2)CC1
    -11%, 1.6%, -14%, -2%, i, 45, 1.2, 1.5%[50 µM], -6%, 0.1%
> CC(CN1C(C)CCCC1C)OC(=O)c1cccc(Br)c1 (stereo not drawn)
    /, 0.0%, /, /, i, 42, /, 0.8%[50 µM], /, 0.5%
> Cc1ccc(CNC(=O)CCNC(=O)Cn2ccc3ccccc3c2=O)o1
    6%, 1.4%, 10%, 5%, i, 32, 1.1, 0.3%, 3%, 0.6%
> O=C(Cn1nc(-c2ccccc2)c2ccccc2c1=O)NN1CCOCC1
    /, /, -3%, 2%, i, 55, /, 0.7%, /, 0.4%
> Nc1nc2c(s1)C(=O)CC(c1ccccc1)C2 (stereo not drawn)
    -10%, /, 59µM*, -5%, i, 11, 1, -0.5%, -3%, 0.2%
> CC1CCN(C(=O)CSc2nc(C3CC3)nc3ccccc23)CC1
    /, 1.9%, /, /, i, 48, /, -0.2%, /, 2.0%
> Cc1nnc(Sc2c(N)n(C)c(=O)[nH]c2=O)s1
    8%, 1.4%, -6%, 1%, i, 13, 1.1, 2.9%, 4%, -0.3%
> CCCCN(CCCC)CCCNC(=O)CN1C(=O)COc2ccc(S(=O)(=O)N3CCC(C)CC3)cc21
    /, 2.0%, /, /, i, 20, /, 0.2%, /, -0.1%
> Nc1nnc(CSCc2cccc(Br)c2)s1
    3%, 4.0%, -2%, 3%, i, 51, 1.2, 0.2%, -1%, 0.3%
> COc1ccc(-c2cc(C(=O)NCC3CCCO3)on2)cc1OC (stereo not drawn)
    /, 2.0%, /, /, i, 10, /, 0.1%, /, -0.5%
> COc1ccc(N=Cc2nc(-c3ccccc3)oc2OC(=O)c2ccccc2)cc1
    -15%, 1.8%, -6%, 19%, i, 50, 1.1, 0.8%, -6%, -0.3%
> Cc1[nH]n(-c2cccc3ccccc23)c(=O)c1/C=N/c1sc2c(c1C#N)CCC2
    10%, 2.0%, -9%, 17%, i, 46, 1, 0.1%, 14%, 0.0%
> CCCCn1c(N)c(N(CC)C(=O)c2ccc(C)cc2)c(=O)[nH]c1=O
    /, 1.8%, /, /, i, 19, /, -0.1%, /, 0.1%
> O=C(Nc1ccc2ccccc2c1)c1cccnc1
    -3%, 2.3%, 11%, 8%, i, 9, 1.1, 3.6%, -2%, 0.1%
> O=C1NC(=Nc2cccnc2)S/C1=C/c1ccc(F)cc1
    /, 5.3%, 4%, 8%, i, 24, /, /, /, 0.3%
> O=C(NCc1ccncc1)c1c(F)c(F)c(F)c(F)c1F
    6%, 2.0%, 0%, 7%, i, 34, 1.1, 0.2%, 13%, 0.0%
> COc1ccc(S(=O)(=O)N2CCC(NC(=O)OCc3c(Cl)cccc3Cl)CC2)cc1
    18%, 1.1%, -11%, -4%, i, 17, 1.1, 0.1%, 13%, -0.4%
> COc1ccc(NC(=O)C(c2ccc(C)cc2)N(C)C(=O)CC2NC(=O)NC2=O)cc1 (stereo not drawn)
    -5%, 1.9%, 13%, -2%, i, 42, 1.2, 0.5%, 3%, -0.5%
> O=C(Nc1cccc(Cl)c1Cl)c1snnc1-c1ccccc1
    15%, 4.8%, 8%, 7%, i, 59, 1, 0.1%, 17%, -0.3%
> CCOC(=O)Cc1nnc2c(Nc3ccc(Cl)cc3)nc3nonc3n12
    14%, 16%, 7%, 9%, i, 22, 1, 0.1%, 15%, -1.1%
> COc1cc(C(C)=O)ccc1OCc1nnc(-c2ccccc2Br)o1
    /, 1.6%, /, /, i, 29, /, -0.2%, /, -1.3%
> Cn1c(SCc2ccccc2)nnc1-c1ccco1
    -3%, 3.4%, -2%, 4%, i, 44, 1.1, 2.6%, -6%, 0.4%
> O=C(Nc1cccc(O)c1)c1ccc(NC(=O)C2CCCO2)cc1 (stereo not drawn)
    /, 0.5%, /, /, i, 14, /, 0.5%, /, 0.0%
> O=C(NN1CCOCC1)c1cc(-c2ccc(Cl)c(Cl)c2)nc2ccccc12
    -7%, 3.8%, -18%, 3%, i, 8, 1, -0.1%, -3%, -0.5%
> O=C(NCc1ccco1)C1CCN(S(=O)(=O)c2ccc(-n3cnnn3)cc2)CC1
    1%, 1.5%, 4%, 6%, i, 23, 1.1, -0.2%, 1%, -0.1%
> CC(C)NS(=O)(=O)c1ccc(CCC(=O)NCc2ccccn2)cc1
    /, 0.8%, /, /, i, 58, /, 0.3%, /, -0.6%
> Cn1c(=O)n(CC(=O)NCC2CCCO2)c(=O)c2c3c(sc21)CCCC3 (stereo not drawn)
    /, 2.0%, /, /, i, 7, /, 0.0%, /, -0.7%
> O=C(NCC(c1cccnc1)N1CCOCC1)c1cccc(Cl)c1 (stereo not drawn)
    -3%, -0.2%, 6%, 3%, i, 30, 1.1, 2.0%, -1%, -0.1%
> COc1ccc(CN2C(=O)c3oc4ccccc4c(=O)c3C2c2ccc(O)c(OC)c2)cc1 (stereo not drawn)
    /, 1.9%, -11%, -2%, i, 27, /, 0.1%, /, -0.8%
> CCOC(=O)c1c(CSc2ccsc2)n(C)c2cc(Br)c(O)c(CN(C)C)c12
    /, ?, 7%, 5%, i, 50, /, -0.7%[50 µM], /, -0.5%
> CCOC(CCNC(=O)c1cn(C)c(=O)c2c1c1ccccc1n2C)OCC
    /, 1.6%, /, /, i, 32, /, 0.1%, /, -0.3%
> O=C(NN=C1CCCC1)c1[nH]c2ccc(Br)cc2c1-c1ccccc1
    /, 3.3%, -11%, 13%, i, 19, /, /, /, ?
> CCNC(=O)CC1C(=O)N(c2ccc(F)cc2)C(=O)N1Cc1ccccn1 (stereo not drawn)
    6%, -0.8%, 2%, -4%, i, 16, 1, 11%, -2%, -0.1%
> C=CCNCCCCOc1ccc(OCC)cc1
    -2%, -0.2%, -1%, -3%, i, 52, 1.2, 2.9%, -3%, /
> CCc1nc(SCC(=O)O)c2c3c(sc2n1)COC(C)(C)C3
    /, 1.8%, /, /, i, 27, /, -1.4%[50 µM], /, 0.1%
> Oc1ccc(/C=N/Nc2cccc(Cl)n2)c(O)c1
    /, 5.9%, /, /, i, 60, /, -0.3%, /, -0.3%
> Cc1nnc(SCC(=O)c2ccc(Cl)cc2)s1
    4%, 0.7%, -2%, 3%, i, 54, 1.1, 0.8%, -1%, -0.2%
> CC(Cc1ccccc1)NC(=O)CC(c1ccccc1)c1ccccc1O (stereo not drawn)
    /, 1.8%, /, /, i, 28, /, -0.6%[50 µM], /, -0.9%
> CN1C(=O)CC(c2ccco2)Sc2ccccc21 (stereo not drawn)
    10%, /, 12%, 2%, i, 47, 1, 4.3%, 7%, 1.5%
> CN(C)c1nc(Cl)nc(N(C#N)CCOc2ccccc2)n1
    -26%, 2.5%, 13%, 2%, i, 36, 1.1, 0.1%, -28%, -0.3%
> O=C(O)CCCN1C(=O)C2C3CC(C2C1=O)C1C(c2ccccc2)c2sc(=O)n(-c4ccccc4)c2SC31 (stereo not drawn)
    -21%, -0.1%, 9%, 3%, i, 51, 1.1, 4.2%, -21%, 0.6%
> COC(=O)CC1(C(=O)OC)Oc2ccc(Br)cc2C(=O)N1c1cc(Cl)c(Cl)cc1Cl (stereo not drawn)
    /, 2.9%, -3%, 11%, i, 25, /, -0.2%, /, -0.5%
> C=CCc1ccc(OCC(O)CO)c(OC)c1 (stereo not drawn)
    -1%, 1.3%, 2%, 5%, i, 8, 1.1, 0.3%[50 µM], 2%, /
> c1ccc(NCC2OCc3ccccc3CO2)cc1
    9%, 0.3%, 4%, 1%, i, 31, 1.3, 1.7%[50 µM], 20%, 0.5%
> CC(=O)c1sc(NC(=O)c2c(F)cccc2F)nc1C
    -1%, 1.3%, 3%, 6%, i, 53, 1.1, 4.7%[50 µM], 6%, 1.4%

# Three of the compounds above, tab-delimited.
SMILES	human PMI inhibitors	RSV CPE inhibition	P. falciparum M17LAP	P. falciparum M1AAP	T cell modulator	T cell modulator vesicle-bound %	TNAP activators	K1F lysis inhibition	human PMI inhibition	West Nile antiviral
Nc1nnc(CSCc2cccc(Br)c2)s1	3%	4.0%	-2%	3%	i	51	1.2	0.2%	-1%	0.3%
O=C(NCc1ccncc1)c1c(F)c(F)c(F)c(F)c1F	6%	2.0%	0%	7%	i	34	1.1	0.2%	13%	0.0%
CCOC(CCNC(=O)c1cn(C)c(=O)c2c1c1ccccc1n2C)OCC	/	1.6%	/	/	i	32	/	0.1%	/	-0.3%

# Later entries
# Each structure is followed by: human PMI inhibitors, RSV CPE inhibition, P. falciparum M17LAP, P. falciparum M1AAP, T cell modulator, T cell modulator vesicle-bound %, TNAP activators, K1F lysis inhibition, human PMI inhibition, West Nile antiviral
> CCCCN(CC)CCCNC(=O)c1ccc(CSc2nc3ccncc3[nH]2)cc1
    -11%, 0.7%, 11%, 3%, i, 55, 1, 0.9%, -9%, -0.4%
> Cc1ccc(N(CCCCN2C(=O)c3ccccc3C2=O)C(=O)c2cccc([N+](=O)[O-])c2)cc1
    12%, 16µM*, -1%, 3%, i, 47, 1.1, 0.7%, 17%, -1.8%
> O=C(c1ccco1)N1CCN(S(=O)(=O)c2ccc(Oc3ccccc3)cc2)CC1
    20%, 2.4%, -2%, -3%, i, 2, 1.2, -1.6%, 16%, -1.3%
> O=C(NCCN1CCN(C(=O)Nc2ccccc2)CC1)Nc1ccccc1
    -4%, 0.4%, 11%, 2%, i, 18, 1, -0.4%, -1%, -0.4%
> COc1ccc(-c2cc3c(=O)n(CC(=O)Nc4cccc(Cl)c4)ncn3n2)cc1
    /, 1.2%, /, /, i, 20, /, 0.3%, /, 0.2%
> CC1(c2ccc3ccccc3c2)NC(=O)N(CC(=O)N2CCN(S(=O)(=O)c3ccccc3F)CC2)C1=O (stereo not drawn)
    /, 7.7%, /, /, i, 64, /, 0.5%[50 µM], /, -1.0%
> CC(C)NC(=O)C1CCCN(c2nnc(-n3cccc3)s2)C1 (stereo not drawn)
    1%, 0.5%, -10%, 11%, i, 6, 1.1, 2.7%, 2%, -0.1%
> CCN(CC(=O)NCc1ccc(Cl)cc1)C(=O)CN1C(=O)NC(CC)(c2ccccc2)C1=O (stereo not drawn)
    /, 1.1%, /, /, i, 66, /, 0.0%, /, -0.8%

# Bioassay records as filed in PubChem.
